Screening results: PubChem, several laboratories
UBC9 SUMO inh: inhibitors of human SUMOylation (UBC9); P63279; HTRF SUMOylation assay, SAE1/SAE2 + UBC9, in vitro; inhibition, % at 35 µM; actives 0.36% (n = 290,000); in the data active = inhibition above about 50%, passing the limit was not always enough; also: strong numbers were not always called active
VIM-2 inh: inhibitors of Pseudomonas aeruginosa VIM-2 metallo-beta-lactamase | purified VIM-2, nitrocefin hydrolysis, epi-absorbance fluorescence | inhibition, % at 5.6 µM | actives 0.89% (n = 290,000) | AID 1527;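 active = inhibition above the mean of all tested compounds plus 3 SD, cutoff set per screening run, cut at about 7.5% in these data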;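 also: red hydrolysis product quenches plate fluorescence so inhibitors raise well fluorescence; 0% = enzyme with DMSO and 100% = DMSO without enzyme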
IDE cell inh: inhibits human insulin-degrading enzyme in HEK cells | actives 0.41% (n = 320,000) | AID 434962 | inhibition, % at 5.59 µM | P14735 | FAbetaB cleavage, fluorescence polarization;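 active = percent inhibition above the average of all tested compounds plus 3 SD, set per screening campaign, cut at about 16% in these data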;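 also: IDE supplied by intact live HEK cells; FP after avidin binding of uncleaved biotin substrate so inhibition keeps polarization high; 0% = DMSO wells and 100% = 60 µM reference IDE inhibitor Ii1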
pCIP destab: compounds decreasing mouse p/CIP protein stability; Q05BA5; F442A p/CIP-EGFP cells, EGFP fluorescence, 16 h; decrease of EGFP signal, % at 10 µM; actives 0.01% (n = 290,000); AID 1984;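 active = EGFP signal decrease of at least 30% at 10 µM or well 3 SD below plate mean, unless failing retest; inactive = the rest, including hits failing retest or dose response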; also: some compounds called inactive have numbers as strong as hits; many of its hits are not listed in these tables
Target sequence (Q05BA5 1-1403): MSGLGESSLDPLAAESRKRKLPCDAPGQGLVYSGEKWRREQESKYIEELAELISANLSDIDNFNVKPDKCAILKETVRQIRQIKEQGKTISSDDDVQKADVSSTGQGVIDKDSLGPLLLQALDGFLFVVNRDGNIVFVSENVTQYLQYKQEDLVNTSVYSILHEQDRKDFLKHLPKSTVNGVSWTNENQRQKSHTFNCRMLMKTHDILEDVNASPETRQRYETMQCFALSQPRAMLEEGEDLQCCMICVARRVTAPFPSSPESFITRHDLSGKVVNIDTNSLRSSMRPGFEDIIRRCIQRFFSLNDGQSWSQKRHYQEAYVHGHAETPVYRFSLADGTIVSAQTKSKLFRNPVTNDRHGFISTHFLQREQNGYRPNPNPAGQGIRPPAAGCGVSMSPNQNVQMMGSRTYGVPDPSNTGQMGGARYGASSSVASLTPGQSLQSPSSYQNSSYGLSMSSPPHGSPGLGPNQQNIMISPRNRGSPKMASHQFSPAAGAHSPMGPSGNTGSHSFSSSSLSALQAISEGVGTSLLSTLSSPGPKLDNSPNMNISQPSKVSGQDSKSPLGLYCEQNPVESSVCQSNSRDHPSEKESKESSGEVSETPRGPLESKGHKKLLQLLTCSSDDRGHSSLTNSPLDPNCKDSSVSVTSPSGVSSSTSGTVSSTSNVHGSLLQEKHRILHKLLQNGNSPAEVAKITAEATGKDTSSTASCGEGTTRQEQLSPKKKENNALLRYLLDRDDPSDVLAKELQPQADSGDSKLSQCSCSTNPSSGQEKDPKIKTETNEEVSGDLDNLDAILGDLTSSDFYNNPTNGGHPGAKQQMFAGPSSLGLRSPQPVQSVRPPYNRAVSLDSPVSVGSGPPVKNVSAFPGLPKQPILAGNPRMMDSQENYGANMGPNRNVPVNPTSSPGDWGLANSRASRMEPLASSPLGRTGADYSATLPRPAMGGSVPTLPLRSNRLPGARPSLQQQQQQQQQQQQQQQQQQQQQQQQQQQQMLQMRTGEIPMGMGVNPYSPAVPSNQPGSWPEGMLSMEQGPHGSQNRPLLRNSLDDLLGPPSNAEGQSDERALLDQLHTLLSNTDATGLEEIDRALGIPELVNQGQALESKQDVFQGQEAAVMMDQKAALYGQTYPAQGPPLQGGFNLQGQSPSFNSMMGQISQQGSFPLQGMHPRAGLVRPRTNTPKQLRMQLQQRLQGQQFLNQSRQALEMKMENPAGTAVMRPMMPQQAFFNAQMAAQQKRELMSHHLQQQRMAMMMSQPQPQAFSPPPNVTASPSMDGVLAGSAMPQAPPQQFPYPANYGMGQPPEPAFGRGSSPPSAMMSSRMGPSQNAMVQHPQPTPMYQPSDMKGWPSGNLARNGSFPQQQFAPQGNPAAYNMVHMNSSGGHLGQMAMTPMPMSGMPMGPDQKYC
IDE cell activ: boosts human insulin-degrading enzyme activity in HEK cells; P14735; AID 493087; activation, % at 5.96 µM; FAbeta-B cleavage, fluorescence polarization; 0% vehicle, 100% cell-free pure enzyme wells; actives 0.073% (n = 340,000);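 active = activation above the mean of all tested compounds plus 3 SD, set per screening campaign, cut at about 17% in these data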
DNA FID counter: counter-screen for HCV NS3 helicase inhibitors: DNA intercalator displacement; actives 0.17% (n = 290,000); inhibition, % at 7.9 µM; DNA fluorescent intercalator displacement, fluorescence; in the data active = inhibition above about 37%;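 also: 0% = vehicle and 100% = reference compound; higher means more ethidium bromide displaced from hairpin DNA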
PfM18AAP inh: blocks P. falciparum M18 aspartyl aminopeptidase; recombinant PfM18AAP, H-Glu-NHMec fluorogenic cleavage; actives 1.2% (n = 290,000); inhibition, % at 7.35 µM; AID 1822;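 active = inhibition above the campaign mean inhibition over all tested compounds plus 3 SD, cut at about 28% in these data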;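 also: 0% = plate median of test compound wells and 100% = 2 mM ZnCl2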
NS3 helicase inh: inhibitors of Hepatitis C virus NS3 helicase; NS3 helicase DNA unwinding, Cy5 molecular beacon fluorescence; inhibition, % at 10.9 µM; actives 0.56% (n = 290,000);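 active = inhibition above the mean of all tested compounds plus 3 SD, set per campaign, cut at about 35% in these data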;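 also: 0% = DMSO wells and 100% = thioflavine S control wells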
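assay system = NS3 helicase fragment of HCV | buffer or medium = MOPS pH 6.5, MgCl2, DTT, Tween20, BSA | timing = 60 min unwinding reaction at 25 °C after ATP addition | signal = Cy5 beacon fluorescence read at start and 1 h | read-out basis = % inhibition of unwinding | control set = low DMSO, high thioflavine S at 110 µM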
IMP-1 inh: inhibitors of Pseudomonas aeruginosa IMP-1 metallo-beta-lactamase; AID 1556; purified IMP-1, nitrocefin hydrolysis, epi-absorbance fluorescence; actives 0.45% (n = 290,000); inhibition, % at 5.6 µM;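 active = inhibition above the mean plus 3 SD of all compounds in the same screening run, cut at about 4.5% in these data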;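 also: 0% = IMP-1 with DMSO and 100% = DMSO wells lacking enzyme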
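system = purified recombinant IMP-1 beta-lactamase | amount = 0.2 nM IMP-1, as dispensed | medium = HEPES buffer pH 7.1 with ZnSO4 and Brij 35 | times = 25 °C, 15 min preincubation, 25 min reaction | detection = plate fluorescence quenching by hydrolysis product, ex 480/em 530 nm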
* = called active by the depositor; nt = not tested or not shown.

SMILES	UBC9 SUMO inh	VIM-2 inh	IDE cell inh	pCIP destab	IDE cell activ	DNA FID counter	PfM18AAP inh	NS3 helicase inh	IMP-1 inh
O=C(c1ccc(C#CC2(O)CCCCC2)cc1)N1CCN(Cc2ccccc2)CC1	5	-1.7	3	0	0	-23	0	-12	-2.0
COc1ccccc1N1CCN(C2CCCN(C(=O)c3ccoc3)C2)CC1 (stereo unspecified)	2	1.5	-7	-9	1	-12	-16	7	-0.2
CCN(CC)CCNC(=O)c1ccc(NC(=O)Cc2cccc3ccccc23)cc1	17	0.2	4	3	-5	19	1	-39	-4.8
CCc1ccc(-n2nnnc2SCC(=O)Nc2ccc(NC(C)=O)cc2)cc1	14	2.3	3	0	0	-11	-1	-33	1.3
COc1ccc(CC(=O)N2CCN(c3cccc(C)c3C)CC2)cc1	4	0.3	4	3	-2	-36	3	-16	0.0
Cc1cccc(Oc2cc(NC(=O)Cn3cnc([N+](=O)[O-])n3)cc([N+](=O)[O-])c2)c1	-19	-3.8	-10	-3	3	26	-1	-22	-3.2
CCOc1ccc(N(CC(=O)Nc2ccccc2OC)S(=O)(=O)c2ccccc2)cc1	-6	-2.8	nt	1	5	-33	1	5	-4.2
CC(CN(C)C)CN1c2ccccc2CCc2ccccc21 (stereo unspecified)	9	nt	6	-4	-3	nt	nt	nt	nt
Cc1ccc(C(=O)NC(=S)Nc2ccc(N3CCOCC3)cc2)c(C)c1	-3	1.1	-3	-2	0	-9	-8	4	-1.1
O=C(CCN1C(=O)c2ccncc2C1=O)NCc1ccc(Cl)cc1	20	-3.5	4	-12	1	2	-3	-4	-2.2
COc1ccc(S(=O)(=O)N/N=C\c2ccc([N+](=O)[O-])o2)c(OC)c1	10	-2.7	6	-10	-4	0	6	16	-6.6
CC(Sc1nnc2ccccn12)C(=O)NCc1ccc2c(c1)OCO2 (stereo unspecified)	11	-1.3	0	-1	1	5	-7	5	-4.2
CC1CCC(NC(=O)c2ccc(CS(=O)(=O)Cc3ccccc3F)o2)CC1 (stereo unspecified)	20	0.2	1	-7	0	-28	4	1	-2.1
CSc1ccccc1NC(=O)COC(=O)CCc1ccccc1	10	-1.2	-1	-10	2	-31	-6	-14	-2.1
CC(=O)NS(=O)(=O)c1ccc(NC(=S)NC(=O)C(C)(C)C)cc1	8	1.2	-5	-14	4	5	0	5	2.9
CCCS(=O)(=O)N1CCN(C(=O)c2ccco2)CC1	17	-4.7	-1	1	0	-1	0	-5	-4.5
Cc1nc2sc(C(c3cccs3)N3CC(C)CC(C)C3)c(O)n2n1 (stereo unspecified)	9	-2.5	4	2	0	-20	3	-5	2.1
CC(=O)C1=C(O)C(=O)N(CCC(=O)O)C1c1ccc(Cl)cc1Cl (stereo unspecified)	1	-2.0	-1	9	-1	0	-4	2	-3.7
O=C(CSc1nc(-c2ccccc2)cs1)NC(=O)NCc1ccco1	16	-2.9	1	-17	-8	-18	-10	2	-3.3
C/C=C/c1ccc(Oc2nnnn2-c2ccc(C(N)=O)cc2)c(OC)c1	5	-0.6	-1	-8	-2	-11	3	-2	-2.3

Taken from the results shown, five compounds:
SMILES	UBC9 SUMO inh	VIM-2 inh	IDE cell inh	pCIP destab	IDE cell activ	DNA FID counter	PfM18AAP inh	NS3 helicase inh	IMP-1 inh
CC(Sc1nnc2ccccn12)C(=O)NCc1ccc2c(c1)OCO2 (stereo unspecified)	11	-1.3	0	-1	1	5	-7	5	-4.2
CC1CCC(NC(=O)c2ccc(CS(=O)(=O)Cc3ccccc3F)o2)CC1 (stereo unspecified)	20	0.2	1	-7	0	-28	4	1	-2.1
CSc1ccccc1NC(=O)COC(=O)CCc1ccccc1	10	-1.2	-1	-10	2	-31	-6	-14	-2.1
CC(=O)NS(=O)(=O)c1ccc(NC(=S)NC(=O)C(C)(C)C)cc1	8	1.2	-5	-14	4	5	0	5	2.9
CCCS(=O)(=O)N1CCN(C(=O)c2ccco2)CC1	17	-4.7	-1	1	0	-1	0	-5	-4.5

Following part
SMILES	UBC9 SUMO inh	VIM-2 inh	IDE cell inh	pCIP destab	IDE cell activ	DNA FID counter	PfM18AAP inh	NS3 helicase inh	IMP-1 inh
OCCC1CN(Cc2cccc(O)c2)CCN1CCc1ccccc1 (stereo unspecified)	6	-5.2	-2	-12	5	16	-4	-5	-2.4
O=C(O)/C=C\C(=O)Nc1ccc(OC(F)F)cc1	29	-1.9	1	-17	2	1	-8	-6	-0.7
CCn1cc(C(=O)Nc2cccc(NC(C)=O)c2)c2cc(OC)c(OC)cc2c1=O	17	-2.4	2	-10	2	-17	1	12	-0.9
CC1CCCCN1CCNC(=O)CN1C(=O)CSc2ccc(S(=O)(=O)N3CCCCC3)cc21 (stereo unspecified)	8	-1.5	0	-5	5	7	-3	-9	-4.0
O=S(=O)(Cc1ccccc1)NCC1CCCN(Cc2cccc3nonc23)C1 (stereo unspecified)	26	-3.7	2	-3	4	0	-3	-1	-3.4
COc1ccc(Cl)cc1NC(=O)CCS(=O)(=O)c1ccc(C)cc1	-24	0.1	7	1	1	-22	0	-5	-2.1
CC(C)CC(c1nnnn1C1CCCCC1)N1CCN(C(=O)c2ccco2)CC1 (stereo unspecified)	-16	0.5	2	10	3	-30	-1	0	0.0
NC(=O)c1ccccc1OCC(=O)N1CCCc2ccccc21	8	-2.1	0	-22	-1	-10	2	7	-0.2
Fc1ccccc1/C=N/n1c(C2CCCCC2)n[nH]c1=S	-5	-5.1	5	-4	-4	-31	12	6	-5.4
CC(=O)c1ccc(NC(=O)C2CC(c3ccc(F)cc3)=NO2)cc1 (stereo unspecified)	-5	-0.1	2	-7	-6	0	0	-5	-0.2
CC[C@H](C)C(C(=O)N1CCN(C(=O)OC(C)(C)C)CC1)n1cc(C(Cc2ccc(O)cc2)NC(=O)OC(C)(C)C)nn1 (stereo partly specified)	9	-2.6	3	0	-4	-49	3	7	-0.9
CC(C)c1ccc(OCC(=O)Nc2ccncc2)cc1	5	-1.3	2	0	4	-5	-1	-10	-1.9
CCOC(=O)CSc1nnc(CSc2nc3sc4c(c3c(=O)[nH]2)CCCC4)n1-c1ccccc1	15	-1.8	10	-2	3	-27	-11	-12	-2.5
COc1cccc(CN2CCC(Oc3ccc(C(=O)NCc4ccccn4)cc3)CC2)c1O	1	-2.0	nt	8	7	1	9	-12	-2.3
c1ccc2oc(-c3ccn[nH]3)cc2c1	22	2.4	1	-3	4	4	-22	4	1.1
CSc1cccc(NC(=S)N2CCCN(Cc3cccc(Cl)c3)C2)c1	-6	0.3	2	6	4	-1	-14	-60	-2.0
O=C(O)c1cc(NCc2ccc3c(c2)OCO3)ccc1N1CCOCC1	-1	3.0	5	0	3	-7	12	5	1.1
O=C(COc1ccc2c(c1)OCO2)Nc1nnc(Cc2ccccc2)s1	6	-2.8	-2	-1	0	-2	38*	9	-2.0
Oc1ccc(Cl)cc1C=NCCc1ccccc1	0	-1.2	8	-2	9	-2	8	-7	-2.1
COc1ccc(CCNC(=O)CSc2nc3cc(Cl)ccc3o2)cc1OC	9	1.3	0	-5	3	-15	-2	9	-3.2
O=C(CN(C(=O)C1CSC(=O)C1)c1cccc(F)c1)NCc1ccc2c(c1)OCO2 (stereo unspecified)	3	-1.8	-1	-20	3	-19	-1	-2	-3.0
COc1ccc(Oc2cn[nH]c2-c2ccc(O)cc2O)cc1	-10	-3.3	2	6	4	2	15	-3	0.0
COc1cccc(OC)c1C(=O)OCC(=O)Nc1cccnc1Cl	10	-4.4	2	17	7	-3	0	-8	-4.3
COc1ccc(Cl)cc1C(=O)OCC(=O)NCCNC(=O)COC(=O)c1cc(Cl)ccc1OC	16	-0.3	0	-7	4	-42	-20	-7	-1.6
Cc1ccc(/C=C/C(=O)N2CCCC(C(N)=O)C2)o1 (stereo unspecified)	-2	-0.4	-3	-8	4	3	-30	2	-3.7
NC(=O)c1ccc(NC(=O)COC(=O)c2c3c(nc4ccccc24)/C(=C\c2cccs2)CCC3)cc1	-10	-0.9	1	0	5	-8	19	-7	0.4
COc1ccc(C(=O)ON=C2c3ccccc3-c3ccccc32)cc1OC	-8	-0.8	-2	0	5	-1	-8	-5	-1.2
O=C(c1cc([N+](=O)[O-])cc([N+](=O)[O-])c1)N1CCOCC1	-11	1.4	-2	3	1	0	0	3	-3.1
Cc1ccc(C(=O)Nc2ccccc2C(=O)NC(Cc2c[nH]c3ccccc23)C(=O)O)cc1 (stereo unspecified)	15	-2.7	-4	-11	7	-4	-7	14	-6.0
CCOc1ccc(/C=C2\SC(=O)N(c3ccc(O)cc3)C2=O)cc1OC	-4	-2.2	-1	3	nt	-3	-4	3	-4.2
CCn1c(CC(=O)Nc2ccc(C)cc2)n[nH]c1=S	12	-4.7	1	-9	-8	4	23	-1	-4.2
CCOC(=O)N/N=C\c1sccc1C	5	-4.6	6	6	1	-5	1	6	0.5
N#Cc1cc2c(cc1NC(=O)CCn1cnnn1)OCO2	nt	-0.8	-6	0	7	-4	4	10	0.6
COc1cc(C(=S)N2CCCC2)cc(OC)c1OS(=O)(=O)c1ccc(NC(C)=O)cc1	7	0.5	4	-9	5	-7	13	7	-1.9
OC1CCN(CC(O)C(F)(F)F)CC1 (stereo unspecified)	8	0.0	1	6	1	-4	1	-2	-0.2
O=C(O)CS/C(=C\c1ccc(F)cc1)c1nc2ccccc2s1	16	2.2	2	-7	nt	-43	0	34	3.0
C#CCN1C(=O)C(O)(CC(=O)/C=C/c2ccco2)c2ccccc21 (stereo unspecified)	-5	-0.9	-1	16	-1	-5	-12	7	-1.0
COc1cc([N+](=O)[O-])c2nccnc2c1	3	-1.2	2	-11	-2	3	4	-9	-0.8
O=C(CC(=O)N1CCN(c2ccccn2)CC1)Nc1ccc2nc3n(c(=O)c2c1)CCCCC3	12	-3.7	1	-2	-3	-24	5	3	-4.2
Cn1c(Cc2ccc3c(c2)OCO3)nnc1SCC(=O)NC(C)(C)C	16	-1.0	2	2	1	-8	-7	-5	-0.3
COc1ccc(CCNC(=O)C2CCN(Cc3nc(-c4cccc(Cl)c4)oc3C)CC2)cc1OC	8	-1.1	-1	-2	-5	19	1	-38	-1.3
COc1ccc(NC(=S)NCC(c2cccnc2)N2CCOCC2)cc1 (stereo unspecified)	0	-1.3	-3	4	4	4	0	-8	-1.5
COC(=O)CNC(=O)C1CCN(c2nc(C)cc(C)n2)CC1	6	-0.2	1	-4	-2	-4	-12	-1	-2.0
CCOc1ccc(C2CC(c3cccc(OC)c3)Nc3ncnn32)cc1 (stereo unspecified)	30	nt	1	-10	0	nt	nt	nt	nt
COc1ccc(N2CC(C(=O)Nc3nnc(SCc4cccnc4)s3)CC2=O)cc1 (stereo unspecified)	8	-4.2	10	-1	2	-38	-4	5	-0.7
c1ccc(Nc2nc(NCc3ccco3)c3ccccc3n2)cc1	-9	-3.5	12	-12	0	19	3	-65	-3.8
NNC(=O)CC1NCCN(Cc2ccccc2)C1=O (stereo unspecified)	-4	-1.7	2	7	4	-8	-1	0	-1.3
